TbHK1 inh – Trypanosoma brucei hexokinase 1 inhibitors, primary screen, biochemical, G6PDH-coupled NADH absorbance, MLSCN library | hexokinase 1 [Trypanosoma brucei] | recombinant TbHK1, G6PDH-coupled NADH A340 | inhibition, % at 10 µM | actives 0.11% (n = 220,000) | AID 1430, 2008;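 active = inhibition of 50% or more in the single-dose primary screen; inactive = inhibition below 50%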
PGE2 EP2 inh – human EP2 receptor antagonists, primary screen, TR-FRET cAMP, C6 glioma cells. C6 glioma cells expressing human EP2; cells stimulated with saturating PGE2. inhibition, % at 25 µM. actives 0.52% (n = 260,000). AID 1422, 2008;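 active = percent inhibition above 40 after rounding to a whole number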;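 also: rat C6 glioma host cells with rolipram phosphodiesterase inhibitor present; the protocol text gives 20 µM as final concentration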
p97 ATPase inh – inhibitors of human p97 ATPase, primary screen, biochemical. AID 1481, 2009. actives 0.42% (n = 220,000). recombinant p97 ATPase, Kinase-Glo ATP luminescence, 3 h. inhibition, % at 8 µM; in the data active = inhibition above about 15%;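 also: 0% = DMSO vehicle and 100% = wells lacking enzyme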
Target sequence (P55072 whole entry, looked up): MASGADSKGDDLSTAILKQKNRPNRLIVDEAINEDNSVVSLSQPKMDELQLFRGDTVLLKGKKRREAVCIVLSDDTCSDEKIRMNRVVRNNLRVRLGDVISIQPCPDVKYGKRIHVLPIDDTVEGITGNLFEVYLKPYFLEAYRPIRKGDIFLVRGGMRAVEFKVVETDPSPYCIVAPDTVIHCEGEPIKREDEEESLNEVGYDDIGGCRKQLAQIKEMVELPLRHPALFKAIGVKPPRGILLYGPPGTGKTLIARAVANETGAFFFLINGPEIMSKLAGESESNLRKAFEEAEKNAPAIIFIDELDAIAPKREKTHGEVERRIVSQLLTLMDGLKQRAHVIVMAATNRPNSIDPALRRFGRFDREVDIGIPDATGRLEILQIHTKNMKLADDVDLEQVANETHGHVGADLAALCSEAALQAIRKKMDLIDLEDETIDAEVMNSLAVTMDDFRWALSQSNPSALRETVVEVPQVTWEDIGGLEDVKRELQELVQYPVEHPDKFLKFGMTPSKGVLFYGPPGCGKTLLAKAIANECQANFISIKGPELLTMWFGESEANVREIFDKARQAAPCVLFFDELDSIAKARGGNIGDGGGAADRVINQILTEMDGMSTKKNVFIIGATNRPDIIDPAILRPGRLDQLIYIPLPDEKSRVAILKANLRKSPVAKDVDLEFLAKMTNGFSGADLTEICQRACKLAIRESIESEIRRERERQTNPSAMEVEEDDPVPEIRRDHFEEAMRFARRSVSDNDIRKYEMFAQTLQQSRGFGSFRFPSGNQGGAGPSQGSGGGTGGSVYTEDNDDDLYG
RBBP9 inhibitor – human RBBP9 inhibitors, primary screen, biochemical, fluorescence polarization, FP-Rh probe, HTS. AID 1515, 2009. inhibition, % at 7.94 µM. actives 0.2% (n = 220,000). Serine hydrolase RBBP9 (Homo sapiens), O75884. recombinant RBBP9;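 active = inhibition above the campaign mean of all tested compounds plus 3 SD, cut at about 14% in these data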;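 also: plate controls were DMSO wells with RBBP9 for no effect and wells lacking RBBP9 protein for full effect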
Target sequence (O75884 whole entry, looked up): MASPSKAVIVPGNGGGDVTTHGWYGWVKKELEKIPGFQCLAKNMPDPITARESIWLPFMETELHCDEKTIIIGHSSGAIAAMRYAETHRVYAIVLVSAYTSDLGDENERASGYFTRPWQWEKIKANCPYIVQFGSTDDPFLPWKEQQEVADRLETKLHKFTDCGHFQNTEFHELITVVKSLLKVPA
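Test system: recombinant human RBBP9; Timing: 30 min then 45 min, 25 °C; Detection: fluorescence polarization; Control set: RBBP9 with DMSO as uninhibited control, no-protein wells as full inhibition; Compound dosing: one concentration, 7.94 µM nominal, 0.794% DMSO; Probe or stimulus: FP-Rh activity-based probe, 375 nM before mixing.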
Ba/F3 V617F tox – reduced viability of JAK2V617F-dependent Ba/F3 cells, primary screen, JAK2V617F inhibitor project, cell-based, Ba/F3 EpoR-JAK2V617F, luminescence. ATP luminescence. actives 1.1% (n = 220,000). inhibition, % at 5.6 µM. AID 1446, 2008;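 active = inhibition above the campaign mean plus 3 SD over all tested compounds, cut at about 24% in these data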;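 also: cytokine-independent growth of Ba/F3 cells driven by EpoR plus mutant JAK2; 0% = DMSO-treated cells and 100% = JAK inhibitor I control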
Furin inh – human furin inhibitors, primary screen, biochemical, fluorescence intensity; AID 463115, 2010; actives 0.061% (n = 220,000); purified furin, fluorogenic substrate cleavage; inhibition, % at 30 µM; P09958; in the data active = inhibition above about 25%; also: inactives centre near -15
BaF3 tox – parental Ba/F3 cell viability inhibition, counter-screen for JAK2V617F inhibitor project, murine pro-B, CellTiter-Glo luminescence; CellTiter-Glo ATP luminescence; inhibition, % at 5.6 µM; actives 1.1% (n = 220,000); AID 1486, 2009;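 active = inhibition above a per-campaign cutoff, the mean inhibition of all tested compounds plus 3 SD, cut at about 27% in these data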;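 also: 0% = DMSO wells and 100% = JAK Inhibitor I control wells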
PPC-1+TRAIL kill – compounds killing PPC-1 cancer cells with TRAIL present, primary screen, TRAIL potentiator project, ATPLite luminescence, uHTS; PPC-1 cells + TRAIL, ATPLite viability luminescence; cell killing (% activity), % at 4 µM; actives 0.41% (n = 220,000); AID 1443, 2008;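 active = cell killing above 50% in the first pass at 4 µM, then a duplicate retest at 5 µM averaging 50% or more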;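 also: plate controls were cells with TRAIL plus DMSO for no effect and medium-only wells lacking cells for full effect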
p47phox inh – p47phox/p22phox peptide binding inhibitors, primary screen, biochemical, uHTS, NADPH oxidase regulatory subunit. inhibition, % at 24.7 µM. fluorescence polarization, 2 h. actives 0.53% (n = 220,000). Neutrophil cytosol factor 1 (Homo sapiens), P14598;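 active = inhibition above about 30%, limit read from the data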;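 also: 0% = p47phox with labelled peptide and 100% = labelled peptide alone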
* = called active by the depositor; . = no result given; & = joins results of further samples; [ ] = remark or other dose. Only part of the results is shown; count on the stated rates, not on these rows.

A first look (4 entries):
SMILES | TbHK1 inh | PGE2 EP2 inh | p97 ATPase inh | RBBP9 inhibitor | Ba/F3 V617F tox | Furin inh | BaF3 tox | PPC-1+TRAIL kill | p47phox inh
CS(=O)(=O)Nc1ccc(C(=O)NCc2ccccn2)cc1 | 1 | 7 | 3 | 7 | 1 | 0[20 µM] | 5 | 8 | -3
COCCCNC(=O)C(=O)N/N=C/c1cc2c(cc1Br)OCO2 | -27 | 9 | -2 | -3 | 1 | -16 | 1 | 19 | -5
CCCCn1c(=S)[nH]c2cc(S(=O)(=O)N3CCCCC3)ccc21 | 5 | . | 1 | -7 | -3 | -26[20 µM] | 4 | -4 | -6
Cc1cc(C)c(S(=O)(=O)N2CCN(CCN3C(=O)c4cccc5cccc(c45)C3=O)CC2)cc1[N+](=O)[O-] | 5 | 20 | 0 | -8 | 5 | -8 | 6 | 16 | -8

All compounds of this part (from the top)
SMILES | TbHK1 inh | PGE2 EP2 inh | p97 ATPase inh | RBBP9 inhibitor | Ba/F3 V617F tox | Furin inh | BaF3 tox | PPC-1+TRAIL kill | p47phox inh
CS(=O)(=O)Nc1ccc(C(=O)NCc2ccccn2)cc1 | 1 | 7 | 3 | 7 | 1 | 0[20 µM] | 5 | 8 | -3
COCCCNC(=O)C(=O)N/N=C/c1cc2c(cc1Br)OCO2 | -27 | 9 | -2 | -3 | 1 | -16 | 1 | 19 | -5
CCCCn1c(=S)[nH]c2cc(S(=O)(=O)N3CCCCC3)ccc21 | 5 | . | 1 | -7 | -3 | -26[20 µM] | 4 | -4 | -6
Cc1cc(C)c(S(=O)(=O)N2CCN(CCN3C(=O)c4cccc5cccc(c45)C3=O)CC2)cc1[N+](=O)[O-] | 5 | 20 | 0 | -8 | 5 | -8 | 6 | 16 | -8
O=C(NC1CCCCC1)N1CCN(c2ccccc2)CC1 | -2 | 12 | 0 | -1 | -2 | 17[20 µM] | -1 | 41 | -6
COc1ccc(C2=NN(c3ccccc3)C(c3cn(CCC(=O)O)nc3-c3ccccc3)C2)cc1 (stereo not given) | -3 | 14 | -5 | -3 | -1 | -76 | 7 | 9 | -8
Cc1cc(C)c(C)c(Cn2c(CO)nc3ccccc32)c1C | 7 | 5 | -5 | -2 | -2 | -18[20 µM] | 3 | -10 | -5
Cc1cc2c(cc1C)N(Cc1ccccc1)C1=NCCCN12 | -4 | 16 | 11 | -1 | 3 | -18 | 9 | 23 | 12
COc1ccc(NC(=O)c2ccccc2NC(=O)CSc2ccccc2)cc1 | -4 | 7 | 1 | -3 | -2 | -24 | 3 | 13 | -7
c1ccc(C2OC3c4cccc5cccc(c45)C3N2c2ccccc2)cc1 (stereo not given) | -1 | 4 | 1 | -9 | 0 | -11[20 µM] | 1 | 0 | -7
COc1ccc(/C(N)=N/OC(=O)CN(C)S(=O)(=O)c2ccc(C)cc2)cc1 | -2 | 3 | -2 | 3 | 3 | -8 | 3 | 8 | 2
O=c1cnnc(Nc2cccc(F)c2)[nH]1 | -5 | 13 | 7 | -4 | 1 | -13 | 9 | 11 | -14
CCCC(=O)Nc1ccc(C(=O)NCCc2ccc(F)cc2)cc1 | 2 | 5 | 4 | -2 | -3 | -11 | 4 | 5 | -8
CC(=O)OCC1OC(Sc2cccc3cccnc23)C(OC(C)=O)C(OC(C)=O)C1OC(C)=O (stereo not given) | -7 | 18 | 0 | -4 | -4 | -17[20 µM] | -1 | -4 | -13
CCOc1ccc(-n2c(Cc3cc(=O)[nH]c(=O)[nH]3)nnc2SCC(=O)OC)cc1 | -3 | 7 | -9 | -12 | 3 | -5 | 1 | 10 | 3
COc1cccc(NC(=O)Cn2c(CCC(=O)O)ccc2-c2ccc(C)cc2)c1 | -8 | 7 | 3 | 2 | 0 | -5 | 4 | 6 | -5
Cc1sc2ncnc(NCCc3ccc(S(N)(=O)=O)cc3)c2c1C | -1 | . | 3 | -2 | 51* | -14[20 µM] | 58* | 32 | -3
Clc1ccc(-c2nnc(C3CCCCC3)o2)cc1 | -6 | 12 | -7 | 0 | 3 | -13[20 µM] | 8 | 23 | -23
N=C1S/C(=C\c2cn[nH]c2-c2ccc(F)cc2)C(=O)N1c1ccccc1F | -20 | 19 | 9 | 4 | 0 | -18 | 7 | -8 | -22
CC(O)CNCCCOc1cccc(C(F)(F)F)c1 (stereo not given) | 1 | 12 | 0 | -8 | 0 | -20 | 4 | 26 | 0
O=C(CN1C(=O)C2C3CC(C(Br)C3Br)C2C1=O)Nc1ccc(C(=O)O)cc1 (stereo not given) | -6 | 11 | -1 | -13 | 0 | -7 | -2 | 0 | -10
COc1ccccc1OCCC(=O)OCC(=O)Nc1cccc(Br)c1 | 0 | 6 | 0 | -4 | 2 | -8 | 5 | 5 | -7
CCOC(=O)c1cc(OC(=O)c2cccnc2)n(-c2ccccc2)n1 | -6 | 3 | 1 | -8 | 3 | -18[20 µM] | 1 | 22 | -5
CCOc1ccc(C(=O)N/N=C/c2ccccc2[N+](=O)[O-])cc1 | -8 | 18 | 4 | -7 | 1 | -28 | 6 | 52* | -7
Cc1ccc(-c2nnn(CC(=O)N(CC(=O)NCC3CCCO3)c3ccc(F)c(Cl)c3)n2)o1 (stereo not given) | -9 | 4&9 | -3 | -10 | 1 | -20 | 3 | 10 | -15

Single records, from the list above.
Cc1cc(C)c(S(=O)(=O)N2CCN(CCN3C(=O)c4cccc5cccc(c45)C3=O)CC2)cc1[N+](=O)[O-] across the screens: TbHK1 inh: 5; PGE2 EP2 inh: 20; p97 ATPase inh: 0; RBBP9 inhibitor: -8; Ba/F3 V617F tox: 5; Furin inh: -8; BaF3 tox: 6; PPC-1+TRAIL kill: 16; p47phox inh: -8
CCOC(=O)c1cc(OC(=O)c2cccnc2)n(-c2ccccc2)n1 across the screens: TbHK1 inh: -6; PGE2 EP2 inh: 3; p97 ATPase inh: 1; RBBP9 inhibitor: -8; Ba/F3 V617F tox: 3; Furin inh: -18[20 µM]; BaF3 tox: 1; PPC-1+TRAIL kill: 22; p47phox inh: -5

Later entries.
SMILES | TbHK1 inh | PGE2 EP2 inh | p97 ATPase inh | RBBP9 inhibitor | Ba/F3 V617F tox | Furin inh | BaF3 tox | PPC-1+TRAIL kill | p47phox inh
COc1cccc(C2CC(c3cccc(OC)c3)n3nc(N)nc3N2)c1 (stereo not given) | 8 | 4 | 3 | -11 | -1 | -18 | 2 | 6 | -17
CCC1CCCCN1Cc1ccc(OC)c(C)c1 (stereo not given) | -2 | 13 | -8 | -3 | 2 | -4[20 µM] | 9 | 9 | 1
O=C(O)c1ccccc1C(=O)Nc1ccc(-n2nccc2C(F)(F)F)cc1 | -2 | 13 | -3 | 1 | -3 | -13 | -3 | 2 | -10
CCOC(=O)c1ccc(NC(=O)CN2C(=O)NC3(CCCCCC3)C2=O)cc1 | 4 | 4 | -2 | 8 | 6 | -11 | 9 | -4 | -5
N/C(Cc1ccc([N+](=O)[O-])cc1)=N\OC(=O)c1ccc2ccccc2c1 | -1 | 10 | 0 | -1 | 2 | -11[20 µM] | 3 | 11 | -5
CC(OC(=O)c1ccncc1)C(=O)Nc1ccc([N+](=O)[O-])cc1Cl (stereo not given) | -11 | 2 | 2 | 9 | 2 | -10 | 4 | 19 | 5
CC1Cc2nc(SCC(=O)OCc3ccccc3)n(C)c(=O)c2S1 (stereo not given) | -15 | 6 | 3 | -6 | -5 | -9 | 1 | 14 | -12
S=C(NN=C1CCCCCC1)Nc1ccc(Cl)cc1 | 2 | 11 | -1 | -3 | 0 | -16[20 µM] | 2 | 14 | -7
COc1ccc(C(=O)CN2CCN(S(=O)(=O)c3cccc([N+](=O)[O-])c3)CC2)cc1 | 0 | 4 | 1 | -2 | 0 | -7 | 6 | 4 | -46
Cc1cccc(OCc2nnc(SCC(=O)N(C(C)C)C(C)C)n2Cc2ccco2)c1C | 5 | 5 | 3 | -7 | -3 | -13 | -3 | 16 | -9
CCOC(=O)Cc1csc(NC(=O)c2ccc(S(=O)(=O)N(CCOC)CCOC)cc2)n1 | -11 | 9 | -3 | -4 | 3 | -12 | 4 | 6 | -3
O=c1[nH]c2ccccc2n1Cc1ccccc1 | -5 | 8 | -2 | -8 | -4 | -38 | 3 | 9 | 0
O=C(c1ccccc1)c1cc2ccc(O)cc2oc1=O | -11 | 7 | -6 | -2 | -1 | -6[20 µM] | -2 | 30 | -18
CC(C)OCCCn1c(=NC(=O)c2ccncc2)c(C#N)cc2c(=O)n3ccccc3nc21 | -19 | 8 | 4 | 2 | -4 | -17 | 3 | -15 | -6
CCCc1cc(=O)[nH]c(SCC(=O)Nc2c(C)cccc2C)n1 | -5 | 5 | -2 | -2 | 6 | -6[20 µM] | 7 | 11 | 2
CC(Sc1ccc(Cl)cc1)C(=O)Nc1ccccc1C(=O)N1CCOCC1 (stereo not given) | 5 | 4 | 4 | 1 | -3 | -19[20 µM] | 2 | 24 | -2
COc1ccc(N/C=C\C(=O)c2ccc(C)cc2)cc1OC | -7 | 15 | 1 | -8 | -2 | -17 | 2 | 10 | -6
Cc1nc2c(cc1C#N)C(=O)c1ccccc1-2 | -8 | 3 | -9 | -8 | 5 | -4 | 10 | 17 | 0
COc1ccc(CNC(=O)c2cccnc2Sc2ccc(Cl)cc2)cc1 | -1 | 7 | 1 | -3 | -2 | -15[20 µM] | 5 | -6 | -4
Cc1[nH]c2ccccc2c1C(c1ccccn1)N1CCCC1 (stereo not given) | 2 | 11 | 1 | -3 | -4 | -30 | 1 | 18 | -5
CC(=O)NC(C)CCc1ccccc1 (stereo not given) | -9 | 6 | -1 | -7 | -2 | -26 | -1 | 9 | 0
COc1ccc(CCC(=O)N2c3ccccc3CC2C)cc1 (stereo not given) | 1 | 8 | 0 | -3 | -5 | 3[20 µM] | 2 | -20 | -3
CC(=O)Nc1nonc1C(=O)N1CCC(C)CC1 | -5 | 2 | -3 | -5 | 0 | -24[20 µM] | 5 | 7 | -22
CC(C)c1ccc(NC(=O)CN(Cc2ccccc2)S(C)(=O)=O)cc1 | 10 | 11 | 4 | 0 | -6 | -22[20 µM] | -1 | 29 | 1
Cc1cc(NC(=O)CSc2nc3ccccc3s2)no1 | 3 | 1 | 3 | 2 | -4 | -26[20 µM] | 2 | 18 | -10
Cn1ccnc1SCc1nc2c(cnn2-c2ccccc2)c(=O)[nH]1 | 2 | 5 | 1 | 1 | 4 | -8 | 6 | 7 | -9
COc1cc(C(NC=O)C(=O)Nc2c(C)cccc2C)ccc1O (stereo not given) | -5 | 7 | 7 | -6 | -2 | -19 | 1 | 2 | -15
C[C@H]1[C@H](C)CC[C@]2(C(=O)O)CC[C@]3(C)C(=CC[C@@H]4[C@@]5(C)CC[C@H](O)C(C)(C)[C@@H]5CC[C@]43C)[C@H]12 | -16 | 32 | . | . | . | -37 | . | 14 | 7
CCCc1cc(C(=O)N/N=C/c2ccc(C)o2)c2ccccc2n1 | -44 | 24 | 4 | 7 | 3 | -5[20 µM] | 7 | 9 | 1
CCCN(C(=O)C(=O)Nc1ccc2nc3n(c(=O)c2c1)CCCCC3)c1ccc(OCC)cc1 | -5 | 5 | -7 | -11 | 4 | 8 | 5 | -3 | 5
CC(C)C(NC(=O)c1ccccc1)C(=O)OCc1cc([N+](=O)[O-])cc2c1OCOC2 (stereo not given) | -4 | 2 | 2 | -5 | -2 | -12 | 6 | 20 | 2

Source: PubChem BioAssay
